Screening results deposited in PubChem BioAssay by National Center for Advancing Translational Sciences (NCATS).
USP1-UAF1 inh = inhibitors of human USP1/UAF1 deubiquitinase. Potency, µM (titrated, usually from 57.1 µM), for inactives: at the top dose activity change, negative = inhibition, hits mostly inhibitors. recombinant USP1/UAF1, Ub-Rhodamine cleavage fluorescence. O94782. 390,000 compounds, 0.23% hits; further: potency means the concentration at half of the fitted maximal effect; on the % scale 0 is the no-effect control and ±100 the full control effect; nearly all actives have a fitted effect of over 60% in size; inactives centre near -12
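USP1/UAF1 complex at 1 nM was preincubated with compound for 15 min at room temperature, then Ub-Rho substrate (150nM final) was added. Fluorescence (480/540 nm) was read kinetically, 6 reads every 60 seconds.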
IDH1 R132H inh = human IDH1 R132H inhibition. AID 602179. IDH1-R132H enzyme, NADPH consumption, diaphorase/resazurin fluorescence. 390,000 compounds, 0.093% hits. O75874. Potency, µM (doses to about 76.6 µM), for the others: at the top dose activity change, negative = inhibition, actives largely listed as inhibitors; further: potency means the concentration at half of the fitted maximal effect; on the % scale 0 is the no-effect control and ±100 the full control effect; nearly all actives have a fitted effect of over 65% in size
Target sequence (O75874 whole entry R132H, stated change not applied): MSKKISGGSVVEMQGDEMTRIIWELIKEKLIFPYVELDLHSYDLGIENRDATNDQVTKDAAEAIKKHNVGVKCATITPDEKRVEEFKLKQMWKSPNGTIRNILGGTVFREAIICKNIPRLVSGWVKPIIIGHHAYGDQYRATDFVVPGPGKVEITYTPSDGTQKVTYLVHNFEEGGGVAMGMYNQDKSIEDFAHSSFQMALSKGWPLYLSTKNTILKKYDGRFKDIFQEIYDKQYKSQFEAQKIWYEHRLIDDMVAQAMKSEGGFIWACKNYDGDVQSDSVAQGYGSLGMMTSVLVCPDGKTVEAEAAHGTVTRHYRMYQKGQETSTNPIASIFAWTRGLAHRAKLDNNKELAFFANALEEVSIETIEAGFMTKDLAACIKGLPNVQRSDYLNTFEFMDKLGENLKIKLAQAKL
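IDH1-R132H (0.5 ug/mL) preincubated 30 min with compound, then NADPH (0.016 mM) and alpha-KG (2 mM) added; 80 min at RT, pH 7.5. Remaining NADPH coupled via diaphorase/resazurin to fluorescence (540/590 nm); concentration-response curves normalized to no-enzyme control.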
TRHR enhancer = TRH receptor (human) allosteric enhancement; P34981; TRHR cells, fluo-8 calcium fluorescence, EC20 TRH enhancement; enhancement, % at 2 µM; 360,000 compounds, 0.66% hits; AID 493056; in the data active means enhancement above about 30%; further: 0% is about no effect
Target sequence (P34981 whole entry, looked up): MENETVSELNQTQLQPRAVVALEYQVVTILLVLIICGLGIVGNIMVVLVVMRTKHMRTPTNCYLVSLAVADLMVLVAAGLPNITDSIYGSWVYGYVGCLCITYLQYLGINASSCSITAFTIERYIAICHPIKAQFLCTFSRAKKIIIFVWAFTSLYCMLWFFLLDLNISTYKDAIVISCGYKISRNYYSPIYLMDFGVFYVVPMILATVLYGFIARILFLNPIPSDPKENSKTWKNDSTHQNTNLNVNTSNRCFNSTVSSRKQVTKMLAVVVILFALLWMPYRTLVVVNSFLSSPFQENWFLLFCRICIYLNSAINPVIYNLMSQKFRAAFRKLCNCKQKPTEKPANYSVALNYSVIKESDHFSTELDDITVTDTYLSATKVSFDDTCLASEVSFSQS
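Enhancer read-out: after compound pinning and an initial kinetic agonist-mode read, an EC20 of TRH (10 nM final) was injected and fluo-8 calcium signal (Ex 480/Em 530) followed at 1 s/cycle for 100 cycles in TRHR-expressing cells.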
D2 ag = activates the human D2 dopamine receptor; activation, % at 2 µM; P14416; HEK293 T-REx D2 cells, calcium flux agonist mode; 340,000 compounds, 0.53% hits;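 active means activation over 3 SD above normal in the single-dose calcium agonist read, cut at about 30% in these data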; further: 0% is about no effect
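Tetracycline-induced HEK293 Trex cells with D2 receptor force-coupled to calcium signaling, plated overnight at 30 C and loaded with no-wash calcium dye. Calcium flux read kinetically for 180 s after compound addition; responses flag agonists.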
TrxR1 substrate = is turned over as a substrate by rat TrxR1 | Potency, µM (series often up to 114 µM), for the others: at the top dose activity change, negative = substrate turnover | O89049 | 390,000 compounds, 0.01% hits | purified TrxR1 substrate turnover, NADPH consumption readout; further: potency means the concentration at half of the fitted maximal effect; on the % scale 0 is the no-effect control and ±100 the full control effect; nearly all actives have a fitted effect of over 50% in size
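Rat TrxR1, dispensed at 90 nM, was prereduced with 400 uM NADPH (final) for 5 min at ~22 deg C, then incubated with compound 15 min before 400 uM selenite. A first-read NADPH fluorescence drop versus no-compound background flagged substrates.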
TRHR ag = TRH receptor (human) agonism. AID 493084. P34981. 360,000 compounds, 0.18% hits. activation, % at 2 µM. TRHR cells, calcium flux fluo-8, FDSS agonist mode; in the data active means activation above about 30%; further: 0% is about no effect
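Steps: seed TRHR cells overnight; add fluo-8 no-wash Ca dye, RT 30 min–1.5 h; record 10 s baseline; pin-transfer compounds; monitor fluorescence 1 cycle/s for the agonist window. Calcium increases flag candidate agonists.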
D2 antagonist = antagonizes the human D2 dopamine receptor | AID 485344 | HEK293 TREx D2 cells, calcium flux, dopamine EC80 | P14416 | inhibition, % at 10 µM | 340,000 compounds, 2% hits; in the data active means inhibition above about 30%; further: 0% is about no effect
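Measurement of antagonist activity uses fluorescent calcium dye in inducible HEK293 T-REx D2 cells: 10 s baseline, compound addition with 180 s read, EC80 dopamine addition with a further 180 s read.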
PI4K2A inh = blocks human PI4K2A kinase activity; Q9BTU6; purified PI4K2A, ADP-Glo luminescence, 1 h; hits give low values; activity change, negative = inhibition, % at 76.9 µM; 420,000 compounds, 0.13% hits; AID 1346378; in the data active means activity change below about -50%; inconclusive means mostly about -30% to -49%;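 further: -100% = wells without enzyme as full effect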
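In this quantitative HTS, ADP production by PI4K2A was quantified luminescently after 1 h at ambient temperature; 100 microM adenosine served as plate-quality control.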
TrxR1 inh = inhibitors of rat thioredoxin reductase 1 | recombinant rTrxR1, NADPH fluorescence consumption, selenite substrate | 390,000 compounds, 1% hits | O89049 | Potency, µM (titrated, usually from 114 µM), inactives show at the highest dose activity change, negative = inhibition, hits mostly inhibitors; further: potency means the concentration at half of the fitted maximal effect; on the % scale 0 is the no-effect control and ±100 the full control effect; nearly all actives have a fitted effect of over 65% in size
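Rat TrxR1 (90 nM in the dispensed reagent) was pre-reduced with 400 uM NADPH for 5 min at room temperature, then incubated with compound for 15 min. After 400 uM selenite was added, NADPH fluorescence (Ex 340/Em 450 nm) was followed for 8 min.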
* hit, by the source's call; ? = inconclusive; . = not tested or not shown; & = joins results of further samples; [ ] = remark or other dose. Unless noted, the call rests on the fitted dose curve; in most records, active means well fitted inhibition curve with a large enough effect; inconclusive means small, poorly fitted or top-dose-only effect; inactive means no such curve, though single readings can be large or run the other way.

SMILES	USP1-UAF1 inh	IDH1 R132H inh	TRHR enhancer	D2 ag	TrxR1 substrate	TRHR ag	D2 antagonist	PI4K2A inh	TrxR1 inh
COc1ccc(C(=O)C(=O)c2ccc(OCCO)cc2)cc1	-3%	0%	-3	0.4	6%[57.1 µM]	-0.1	-5	0	7%[57.1 µM]
CCCCCn1c(CCC(=O)Oc2ccccc2OC)nc2c1c(=O)[nH]c(=O)n2CCCC	-18%	14%	1	-0.2	-3%[57.1 µM]	0.0	-13	1	4%[57.1 µM]
CCn1c(SCc2cccc(OC)c2)nc2ccccc2c1=O	-10%	7%	-9	1.0	-2%	1.4	-3	3	21%
CC(c1ccccc1)N1C(=O)c2ccccc2C1(O)Cc1ccccc1 (stereo unspecified)	-25%	0%	-2	-0.2	-4%	-0.9	10	-2	6%
CC(C)Cc1oc(C(=O)O)cc1CN	4%	1%	3	-0.5	13%	-1.0	-15	2	9%
COc1ccc(C2C(Oc3ccccc3)C(=O)N2c2ccc(C)c(C)c2)cc1OC (stereo unspecified)	-25%	17%	.	.	0%	.	.	-3	14%
COc1cc2c(cc1OC)CN(C(=O)c1ccc([N+](=O)[O-])o1)CC2	?	-2%	-2	0.4	9%[11.4 µM]	-0.1	-4	-1	-54%
O=C(NCC1CCCO1)c1cc(-c2ccccc2)nc2ccccc12 (stereo unspecified)	-13%	-7%	12	-0.4	4%	0.5	-4	0	7%
CC1Cc2ccccc2N1S(=O)(=O)c1cccs1 (stereo unspecified)	-17%	3%	6	0.3	10%	-0.4	9	-5	9%
N#CCCn1c(=O)n(CCC#N)c2ccccc21	-18%	-19%	-6	1.5	2%[57.1 µM]	0.3	3	-2	2%[57.1 µM]
CCN(c1ccccc1)c1nc(=O)c2cccnc2s1	-18%	-3%	-1	-0.5	-2%	-0.8	1	3	19%
COc1cc(NC(=O)c2ccc(N)nc2)cc(C(=O)Nc2cccc(C(F)(F)F)c2)c1	-12%&-20%	-2%&20%	2	0.2	-2%	0.0	-11	0&0	3%
CCc1ccc(C2CC(=O)Nc3c2c(=O)n(C)c2ncnn32)cc1 (stereo unspecified)	-19%	10%	-7	-0.3	8%[11.4 µM]	-1.9	.	-4	0%
CC1(C)N=C(/C=N/O)C=[N+]1[O-]	-23%	3%	3	1.8	11%[57.1 µM]	0.6	-6	-2	12%
CN(C)S(=O)(=O)c1cccc(NC(=S)NC23CC4CC(CC(C4)C2)C3)c1	-31%	-10%	0	-0.2	-5%	0.7	-5	-15	-8%
CN(c1ccc(Cl)cc1)S(=O)(=O)c1nnc(NC(=O)C2CCCCC2)s1	-7%	2%	6	-0.4	-5%	-0.2	.	0	-4%
COc1ccc(OCC(=O)N/N=C(\C)c2ccc(OC)cc2)cc1	1%	10%	11	0.6	-2%	0.0	27	0	20%[57.1 µM]
O=C(c1ccc2c(c1)N(Cc1ccc(F)cc1)C(=O)c1ccccc1S2=O)N1CCC(Cc2ccccc2)CC1 (stereo unspecified)	-30%	5%	-9	-0.2	2%	0.5	.	-5	35%[activator]
COc1ccc(NC(=O)[C@@H]2CCCN2C(=O)[C@@H]2Cc3ccccc3CN2C(=O)OC(C)(C)C)cc1	-23%	3%	-1	-0.9	-1%	1.4	15	-4	5%
O=c1c2ccccc2nc2n1C(CSc1ccc(F)cc1)CN2 (stereo unspecified)	0%	3%	.	.	4%[57.1 µM]	.	.	7	6%[57.1 µM]
COc1ccc(/C=C/C(=O)Nc2ccccc2)cc1OC	-9%	8%	-2	-8.8	-19%[57.1 µM]	-0.2	30*	1	12%[57.1 µM]
COc1ccc2c(c1)CC(C(=O)NCc1ccc(F)cc1)CO2 (stereo unspecified)	-4%	4%	0	-1.3	6%[57.1 µM]	-0.7	.	-1	9%[57.1 µM]
O=C(CSc1nc2ccccc2s1)N1c2ccccc2Sc2ccccc21	-5%	1%	.	.	2%	.	.	5	-1%
Cc1csc(=O)n1CC(=O)OCc1nnc(-c2ccccc2)o1	4%	-2%	18	0.7	-5%	0.5	5	3	4%
COc1ccc(-n2c(C)c(C(=O)O)c3cc(OC)c4ccccc4c32)cc1	-9%	11%	3	.	7%	-0.9	.	1	4%
Additional entries:
SMILES	USP1-UAF1 inh	IDH1 R132H inh	TRHR enhancer	D2 ag	TrxR1 substrate	TRHR ag	D2 antagonist	PI4K2A inh	TrxR1 inh
Cc1cc(C)c(C)c(N=Nc2nc3ccccc3n2C)c1C	?	7%	-4	-0.3	-12%	0.1	-8	-4	-12%
Cc1ccc(Cc2cnc(NC(=O)C3=NCCN3)s2)cc1	.	.	6	0.1	.	-1.0	-4	.	.
Cc1nc(-c2cccnc2)sc1C(=O)Nc1ccc(C(F)(F)F)cc1	-15%	1%	4	.	-14%	0.9	.	1	?
CC1Cc2ccccc2N1C(=O)CSc1nc2cc3c(cc2cc1C#N)OCO3 (stereo unspecified)	-16%	7%	0	3.4	16%	3.2	-1	-2	15%
CN(C)/C=C1/C=C(C=O)OC1=O	-2%	5%	-1	-0.4	-3%[57.1 µM]	0.5	-19	-1	0%[57.1 µM]
Cc1ccc(Cl)cc1NC(=O)Cn1c(=O)n(CCC(=O)N2CCc3ccccc3C2)c(=O)c2ccccc21	-21%	2%	24	0.4	11%	-1.0	.	4	26%
CSc1ccc(CCNC(=O)c2ccc3c(c2)c(C)c(C)n3Cc2ccc(F)cc2)cc1	5%	0%	-2	-0.3	3%[57.1 µM]	0.0	.	3	26%[57.1 µM]
O=S(=O)(Nc1nc2n(n1)C(c1ccccc1)C=C(c1ccc(Cl)cc1)N2)c1ccccc1 (stereo unspecified)	?	-2%	0	4.9	26%	7.9	.	0	21%
N#Cc1ccc(C23CC4(C2)[C@H](CN(Cc2ccc(-c5ccccc5)cc2)[C@@H]4c2ccccc2)C3c2ccccc2)cc1 (stereo partly specified)	-27%	-5%[38.3 µM]	0	0.2	-5%	0.1	7	-1	-14%
CCCc1ncc(CN2CCC(C(=O)Nc3cccc(-c4cscn4)c3)CC2)cn1	-2%	0%	-3	0.0	11%[57.1 µM]	0.1	-8	1	32%[57.1 µM]
CCOc1cc(C(=O)Nc2ccccc2N2CCOCC2)ccc1OCC(=O)N1CCOCC1	-12%	2%	1	0.4	3%	-0.1	-36	2	13%
COc1ccc(NC(=O)CCCc2ccccc2)c(OC)c1	2%	-8%	23	-0.2	-6%	-0.1	-8	-2	-4%
O=C(C1=C[C@@H](c2csc3ccccc23)C[C@@H](OCCCCO)O1)N1CCN(Cc2ccc3c(c2)OCO3)CC1	-16%	0%	10	0.0	-4%	0.1	-3	-3	2%
O=C(CC1NCCc2ccccc21)Nc1ccccc1Cl (stereo unspecified)	-19%	0%	2	12	11%[57.1 µM]	0.0	-17	-7	27%[57.1 µM]
CN(C)S(=O)(=O)c1cccc(NC(=O)C2Cc3ccccc3CN2C(=O)c2ccccc2)c1 (stereo unspecified)	-26%	25%	2	-1.4	-16%[57.1 µM]	-1.4	-22	3	19%[57.1 µM]
CC(=O)N1c2ccc(S(=O)(=O)NCCc3ccccc3)cc2CC1C (stereo unspecified)	-11%	-1%	0	0.3	4%	0.6	-25	-1	26%
O=C1CC(c2cccc([N+](=O)[O-])c2)c2ccc3ccccc3c2N1 (stereo unspecified)	-25%	4%	0	-0.2	9%[57.1 µM]	0.0	4	0	14%
CC(C)(C)c1ccc(C2(C)NC(=O)NC2=O)cc1 (stereo unspecified)	-23%	-5%	-4	1.5	7%	1.2	2	8	21%
CCOC(=O)c1ccccc1NC(=O)CN(c1ccccc1)S(=O)(=O)c1ccc(OCC)cc1	-26%	7%	-5	0.1	-1%	1.0	.	-5	15%
Cc1c(Cl)ccc2sc(NC(=O)c3ccc(S(=O)(=O)N4CCCC4)cc3)nc12	-27%	-1%	1	0.2	5%[57.1 µM]	0.6	.	-7	12%[57.1 µM]
CCCCN1C(=O)C(=O)N(CC(=O)Nc2cc(S(=O)(=O)N(C)C)ccc2C)C1=O	0%	-13%	-2	0.2	-4%[57.1 µM]	0.3	-20	1	-8%[57.1 µM]
COc1cccc(CNC(=O)c2nn(C)c3c2CS(=O)(=O)c2ccccc2-3)c1	?	-8%	-9	0.8	-4%	-0.4	.	0	0%
Cc1ccccc1N1CC(c2nc3ccccc3[nH]2)CC1=O (stereo unspecified)	-9%	2%	-2	.	5%	-0.6	.	4	12%
CCc1nc(OCc2ccccc2)c2sc3nc4c(cc3c2n1)COC(C)(C)C4	-7%	5%	8	0.9	17%	-0.4	-1	-2	19%
CC1(C)Cc2ccccc2-c2nnc(-c3ccccn3)n21	4%	8%	0	0.1	1%	-0.1	11	1	16%
CCOc1ccc(NC2OC(CO)C(O)C(O)C2O)c([N+](=O)[O-])c1 (stereo unspecified)	-15%	-9%	0	-0.6	-7%	-0.1	-27	-1	8%
CCSc1nnc(NC(=O)c2ccc(C)cc2)s1	7%	16%	10	-0.5	8%	0.7	5	-2	28%
CCOC(=O)c1sc(N(Cc2ccccc2)C(=O)CSc2nnc(C3CC3)n2N)nc1C	-4%	-2%	4	0.2	-5%[57.1 µM]	0.1	-7	4	2%[57.1 µM]

Grouped by structure, the compounds so far with a Cl atom
SMILES	USP1-UAF1 inh	IDH1 R132H inh	TRHR enhancer	D2 ag	TrxR1 substrate	TRHR ag	D2 antagonist	PI4K2A inh	TrxR1 inh
CN(c1ccc(Cl)cc1)S(=O)(=O)c1nnc(NC(=O)C2CCCCC2)s1	-7%	2%	6	-0.4	-5%	-0.2	.	0	-4%
Cc1ccc(Cl)cc1NC(=O)Cn1c(=O)n(CCC(=O)N2CCc3ccccc3C2)c(=O)c2ccccc21	-21%	2%	24	0.4	11%	-1.0	.	4	26%
O=S(=O)(Nc1nc2n(n1)C(c1ccccc1)C=C(c1ccc(Cl)cc1)N2)c1ccccc1 (stereo unspecified)	?	-2%	0	4.9	26%	7.9	.	0	21%
O=C(CC1NCCc2ccccc21)Nc1ccccc1Cl (stereo unspecified)	-19%	0%	2	12	11%[57.1 µM]	0.0	-17	-7	27%[57.1 µM]
Cc1c(Cl)ccc2sc(NC(=O)c3ccc(S(=O)(=O)N4CCCC4)cc3)nc12	-27%	-1%	1	0.2	5%[57.1 µM]	0.6	.	-7	12%[57.1 µM]
